Bioassay records as filed in PubChem.
HIF activator – HIF pathway transcriptional activation | U2OS HRE-luciferase reporter, luminescence; normalized: DMSO 0%, desferrioxamine 100% | activation, % at 7.5 µM (by protocol) | 300,000 compounds, 0.32% hits | AID 1910;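 active means mean activation of at least 10% of the iron chelator positive control signal, with at least half of replicates also reaching 10%; inconclusive means mean and replicate majority disagree about reaching 10%; inactive means mean and most replicates under 10%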
HSF1 inhib – HSF1 inhibition. NIH3T3-HGL HSE-luciferase, MG132-induced, luminescence 8 h; active compounds read low. activity change, negative = inhibition, % at 7.5 µM (by protocol). 300,000 compounds, 0.77% hits;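 active means more than half of replicate wells show activity change below -50%, luminescence cut by over half; inconclusive means some wells, but at most half, below -50%; inactive means no replicate well below -50%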;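 further: luciferase reports HSF-1 transcriptional activity via heat shock element; 0% = median of DMSO wells and -100% = zero luminescence signal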
Platelet DG rel – platelet dense granule release activity; human platelet-rich plasma, SFLLRN dense granule ATP release, luminescence; inhibition, %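 (compounds screened at 7.5 µM in platelet-rich plasma)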; 300,000 compounds, 0.22% hits; AID 1663;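 active means mean replicate score, as percent of positive control, at or above 50; inconclusive means mean below 50 but at least one replicate at or above 50; inactive means mean and every replicate below 50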
aSyn UTR inh – MLPCN primary screen, SNCA 5' untranslated region. 300,000 compounds, 0.82% hits. AID 1813. inhibition, % (tested at 7.5 µM). alpha-synuclein 5'UTR reporter, inhibitor activity; in the data active means inhibition above about 60%; inconclusive means no clear call, values can overlap the other calls;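 further: H4 neuroglioblastoma cells stably carrying SNCA 5'UTR luciferase fusion; 0% = DMSO wells and 100% = positive control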
HSP90 inh – blocks HSP90-mediated luciferase refolding in reticulocyte lysate | inhibition, % at 5.6 µM | 290,000 compounds, 0.91% hits | AID 1789 | Rabbit reticulocyte lysate, luciferase refolding luminescence, 3 h;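 active means inhibition above the screen-wide mean plus 3 SD, computed separately per campaign, cut at about 16% in these data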;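 further: 0% = DMSO wells and 100% = 60 µM geldanamycin wells; inhibitors lower the luminescence because luciferase stays unfolded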
AI-2 QS modul – Vibrio harveyi AI-2 quorum sensing modulation; Vibrio harveyi JMH597 AI-2 luminescence/OD600 ratio, 9 h; active compounds read low; strain lacks LuxN and CqsS sensors; 0 = neutral-control median; AID 2094; activity change, % at 7.5 µM; 300,000 compounds, 0.4% hits; in the data active means activity change below about -75%, passing the limit was not always enough; inconclusive means no clear call, values can overlap the other calls;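 further: luminescence divided by OD600 gain over 9 h not by final OD600 alone; inactives centre near 13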
KLF5 inh – inhibitors of KLF5 expression; DLD-1 KLF5 promoter-luciferase reporter, luminescence; AID 1700; 290,000 compounds, 0.23% hits; inhibition, % at 5 µM;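 active means inhibition above a per-plate limit of that plate's mean compound inhibition plus 3 SD, cut at about 60% in these data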;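 further: 0% = DMSO wells and 100% = LY294002 at 200 µM; higher means less KLF5 promoter-driven luciferase light; inactives centre near -14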
HSF-1 act – increases HSF-1 driven luciferase reporter signal | NIH3T3-HGL HSF-1 luciferase reporter, MG132, 8 h; 100% = twice DMSO control signal | activation, % at 9 µM | 300,000 compounds, 1.7% hits | AID 504408;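 active means mean replicate activation of at least 50% with a set share of replicates each reaching 50%; inconclusive means only one of those two conditions met; inactive means mean below 50% and too few replicates reaching it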;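 further: 0% = median of the neutral control wells and 100% = twice that signal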
IEC-6 cytotox – IEC-6 cytotoxicity, counter-screen for KLF5 inhibitors; luminescence viability; inhibition, % at 5 µM; 290,000 compounds, 0.78% hits; AID 1825; in the data active means inhibition above about 22%;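 further: 0% = plate median of test compound wells and 100% = cytotoxic reference compound wells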
HDAC3 inh – inhibitors of human histone deacetylase 3. AID 2718. O15379. inhibition, % at 8.3 µM. recombinant HDAC3, fluorogenic peptide/trypsin coupled, fluorescence. 320,000 compounds, 0.15% hits; in the data active means inhibition above about 26%, passing the limit was not always enough; inconclusive means no clear call, values can overlap the other calls
Target sequence (O15379 whole entry, looked up): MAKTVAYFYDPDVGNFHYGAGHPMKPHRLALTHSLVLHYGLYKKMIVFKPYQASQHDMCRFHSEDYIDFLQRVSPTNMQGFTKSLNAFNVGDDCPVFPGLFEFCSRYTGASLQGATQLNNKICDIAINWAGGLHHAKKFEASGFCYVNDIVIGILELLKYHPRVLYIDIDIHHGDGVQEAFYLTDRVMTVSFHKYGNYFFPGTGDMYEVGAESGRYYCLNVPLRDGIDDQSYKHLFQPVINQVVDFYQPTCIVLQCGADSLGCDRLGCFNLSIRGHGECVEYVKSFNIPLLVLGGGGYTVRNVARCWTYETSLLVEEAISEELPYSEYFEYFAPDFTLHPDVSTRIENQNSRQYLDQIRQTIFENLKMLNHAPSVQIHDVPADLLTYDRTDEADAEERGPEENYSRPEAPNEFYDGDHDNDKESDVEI
* marks the source's active call; other numbers are inactive results.

For COc1ccc(NS(=O)(=O)c2ccc3oc(SCC(N)=O)nc3c2)cc1 the results were HIF activator 1.5, HSF1 inhib -0.5, Platelet DG rel 7.5, aSyn UTR inh -15.9, HSP90 inh 3.0, AI-2 QS modul 15.8, KLF5 inh -27.1, HSF-1 act 19.7, IEC-6 cytotox 2.9 and HDAC3 inh 0.0.
`CC1CN(C(=O)c2ccc(COc3ccccc3Br)o2)CC(C)O1` (stereo not drawn) gave HIF activator -0.1, HSF1 inhib 14.6, Platelet DG rel 4.5, aSyn UTR inh 26.5, HSP90 inh -3.0, AI-2 QS modul 5.3, KLF5 inh -41.9, HSF-1 act 29.9, IEC-6 cytotox -5.4 and HDAC3 inh 4.6.
For Cc1ccnc(N2CCC(C(=O)NC3CCCCCC3)CC2)n1 the results were HIF activator -0.5, HSF1 inhib -2.3, Platelet DG rel -1.7, aSyn UTR inh -9.1, HSP90 inh -2.3, AI-2 QS modul 9.9, KLF5 inh -23.9, HSF-1 act 0.5, IEC-6 cytotox -5.0 and HDAC3 inh -8.1.
`CCNC(=O)/C(=C\c1ccccc1)NC(=O)/C=C/c1ccccc1` gave HIF activator -0.5, HSF1 inhib -6.9, Platelet DG rel 9.5, aSyn UTR inh 5.6, HSP90 inh 1.9, AI-2 QS modul 22.0, KLF5 inh -15.2, HSF-1 act -20.1, IEC-6 cytotox 1.7 and HDAC3 inh 1.0.
`CCOC(=O)C1CCN(CC(=O)Nc2ccc(OC)c(Cl)c2)CC1` gave HIF activator -0.1, HSF1 inhib -1.0, Platelet DG rel -29.8, aSyn UTR inh 16.2, HSP90 inh 2.0, AI-2 QS modul 32.2, KLF5 inh 11.6, HSF-1 act 2.6, IEC-6 cytotox -8.8 and HDAC3 inh 4.3.
Screening CCc1nnc(NC(=O)CC23CC4CC(CC(Br)(C4)C2)C3)s1 returned HIF activator 0.0, HSF1 inhib 21.5, Platelet DG rel -0.6, aSyn UTR inh -16.4, HSP90 inh 0.5, AI-2 QS modul 22.3, KLF5 inh -17.6, HSF-1 act 57.9*, IEC-6 cytotox -7.3 and HDAC3 inh 2.5.
For Cc1cc(=O)c(C(=O)O)nn1-c1ccccc1 the results were HIF activator 0.5, HSF1 inhib -6.8, Platelet DG rel -0.9, aSyn UTR inh -1.5, HSP90 inh -0.1, AI-2 QS modul 11.4, KLF5 inh -21.1, HSF-1 act -2.3, IEC-6 cytotox -4.1 and HDAC3 inh -6.8.
Screening O=C(COC(=O)c1cc(S(=O)(=O)N2CCc3ccccc3C2)ccc1Cl)NCc1ccco1 returned HIF activator 0.0, HSF1 inhib -14.7, Platelet DG rel -1.5, aSyn UTR inh 8.3, HSP90 inh 1.2, AI-2 QS modul 50.9, KLF5 inh -22.0, HSF-1 act -33.2, IEC-6 cytotox -2.4 and HDAC3 inh 5.8.
For Cc1ccc(Cc2cnc(NC(=O)CN3CCOCC3)s2)cc1Cl the results were HIF activator -0.6, HSF1 inhib 7.2, Platelet DG rel -2.7, aSyn UTR inh -18.9, HSP90 inh 2.5, AI-2 QS modul 21.1, KLF5 inh 16.8, HSF-1 act 12.5, IEC-6 cytotox 0.5 and HDAC3 inh 6.2.
`CCOC(=O)CN1NC2(CCC(C)CC2)NC1=S` (stereo not drawn) gave HIF activator -0.7, HSF1 inhib -3.3, Platelet DG rel -0.3, aSyn UTR inh -22.2, HSP90 inh 2.5, AI-2 QS modul 5.3, KLF5 inh -10.6, HSF-1 act -0.6, IEC-6 cytotox 2.9 and HDAC3 inh 2.5.
CCCn1c(SCC(=O)NC2CCCCC2C)n[nH]c1=O (stereo not drawn) was read as HIF activator -0.2, HSF1 inhib 2.8, aSyn UTR inh 2.3, HSP90 inh -0.6, AI-2 QS modul 11.8, KLF5 inh -8.6, HSF-1 act 20.6, IEC-6 cytotox -8.9 and HDAC3 inh -11.7.
`O=C(Nc1sc2c(c1C(=O)O)CCCC2)C(=O)N1CCOCC1` gave HIF activator 0.7, HSF1 inhib -4.6, Platelet DG rel -5.3, aSyn UTR inh -46.0, HSP90 inh 0.2, AI-2 QS modul 18.0, KLF5 inh -28.0, HSF-1 act -25.0, IEC-6 cytotox 3.5 and HDAC3 inh 1.5.
For CCOCCCNC(=O)C1CCN(c2cc(C)nc3c(-c4ccc(OC)c(OC)c4)c(C)nn23)CC1 the results were HIF activator 1.0, HSF1 inhib -6.2, Platelet DG rel -4.7, aSyn UTR inh 9.1, HSP90 inh -1.3, AI-2 QS modul 18.6, KLF5 inh 13.0, HSF-1 act 7.3, IEC-6 cytotox 0.9 and HDAC3 inh 0.9.
C#CC(=O)N(c1cccc(OC)c1)C(C(=O)NC1CCCC1)c1cccs1 (stereo not drawn) was read as HIF activator -3.3, Platelet DG rel -7.0, aSyn UTR inh 92.3*, HSP90 inh 6.9, AI-2 QS modul 2.6, KLF5 inh 4.6, IEC-6 cytotox 99.7* and HDAC3 inh -3.4.
For CCC(C)Oc1ccc(/C=C/c2[nH]c(=O)[nH]c(=O)c2[N+](=O)[O-])cc1OC (stereo not drawn) the results were HIF activator -0.1, HSF1 inhib 4.9, Platelet DG rel -2.2, aSyn UTR inh -9.7, HSP90 inh 4.5, AI-2 QS modul 31.4, KLF5 inh -20.9, HSF-1 act 14.2, IEC-6 cytotox -3.2 and HDAC3 inh -0.2.
`O=C(OCc1ccccc1)/C(=C/c1ccc(Cl)cc1)NC(=O)c1ccccc1Cl` gave HIF activator 0.3, HSF1 inhib -1.1, Platelet DG rel -22.5, aSyn UTR inh -32.6, HSP90 inh 0.7, AI-2 QS modul 19.5, KLF5 inh -20.3, HSF-1 act -13.5, IEC-6 cytotox -4.4 and HDAC3 inh -7.3.
Screening O=C(CCc1nnc(Cc2ccc(-c3ccccc3)cc2)o1)NCCc1cccnc1 returned HIF activator -0.2, HSF1 inhib 0.9, Platelet DG rel 4.6, aSyn UTR inh -4.3, HSP90 inh -1.2, AI-2 QS modul 1.0, KLF5 inh -23.1, HSF-1 act 16.1, IEC-6 cytotox -12.8 and HDAC3 inh 2.5.
For Clc1ccc(CSc2nnc3c(n2)[nH]c2ccccc23)cc1 the results were HIF activator -0.5, HSF1 inhib 6.4, Platelet DG rel -6.0, aSyn UTR inh -5.5, HSP90 inh 0.6, AI-2 QS modul 20.2, KLF5 inh -9.3, HSF-1 act 10.1 and IEC-6 cytotox 2.8.
Screening Cc1c(CC(=O)NCCCC(=O)O)c(=O)oc2cc3occ(-c4ccccc4)c3cc12 returned HIF activator 0.4, HSF1 inhib 0.9, Platelet DG rel -4.3, aSyn UTR inh -1.3, HSP90 inh 0.6, AI-2 QS modul 19.4, KLF5 inh -30.8, HSF-1 act -0.7, IEC-6 cytotox -2.3 and HDAC3 inh -2.8.
`Cc1cccc(C)c1OCc1nnc(SCC(=O)Nc2ccccc2F)o1` gave HIF activator -0.2, HSF1 inhib -5.4, Platelet DG rel 1.4, aSyn UTR inh 1.2, HSP90 inh -2.5, AI-2 QS modul 16.4, KLF5 inh 1.5, HSF-1 act -7.4, IEC-6 cytotox -6.6 and HDAC3 inh -1.9.
`Cc1n(-c2ccccc2)c2ccc(Cl)cc2[n+]1CCO` gave HIF activator -0.5, HSF1 inhib -5.8, Platelet DG rel -9.1, aSyn UTR inh 16.5, HSP90 inh -1.6, AI-2 QS modul -11.7, KLF5 inh 17.1, HSF-1 act -3.9, IEC-6 cytotox 5.7 and HDAC3 inh 7.2.
Screening C/C(CC(=O)Nc1ccc(N(C)C)cc1)=N\NC(=O)c1ccc(F)cc1 returned HIF activator -0.4, HSF1 inhib 7.3, Platelet DG rel 2.3, aSyn UTR inh 10.6, HSP90 inh 2.5, AI-2 QS modul -3.9, KLF5 inh -52.6, HSF-1 act -4.6, IEC-6 cytotox 2.1 and HDAC3 inh 0.3.
CCCC(=O)OCCNc1cc(SCc2ccco2)c2nonc2c1[N+](=O)[O-] was read as HIF activator -0.3, HSF1 inhib 3.3, Platelet DG rel 8.2, aSyn UTR inh -25.1, HSP90 inh -2.5, AI-2 QS modul 0.7, KLF5 inh -11.4, HSF-1 act 15.4, IEC-6 cytotox -11.4 and HDAC3 inh inconclusive.
Screening CC12CC3CC(C)(C1)CC(C(=O)N1CCN(C(=O)c4ccco4)CC1)(C3)C2 returned HIF activator 0.5, HSF1 inhib 1.0, Platelet DG rel -0.8, aSyn UTR inh 6.9, HSP90 inh -2.6, AI-2 QS modul 21.7, KLF5 inh -30.2, HSF-1 act 0.8, IEC-6 cytotox 6.6 and HDAC3 inh 2.3.
Screening O=C(NC1CCCCC1)N1CCC(n2cnc3ccccc32)CC1 returned HIF activator 0.0, HSF1 inhib -4.8, Platelet DG rel -3.3, aSyn UTR inh 4.9, HSP90 inh 1.3, AI-2 QS modul 3.9, KLF5 inh 14.2, HSF-1 act 0.6, IEC-6 cytotox -7.1 and HDAC3 inh 2.9.
`CCCCN(C)C(=O)C1CCN(Cc2ccc(OCc3ccccc3)cc2)CC1` gave HIF activator 0.3, HSF1 inhib -0.2, Platelet DG rel 0.1, aSyn UTR inh -34.3, HSP90 inh 0.3, AI-2 QS modul 41.8, KLF5 inh -8.3, HSF-1 act 27.2, IEC-6 cytotox 5.9 and HDAC3 inh 6.4.
C#CCOc1c(Cl)cc(/C=C2/C(=O)ON=C2C)cc1OCC was read as HIF activator 0.5, HSF1 inhib 16.0, Platelet DG rel 2.5, aSyn UTR inh 0.5, HSP90 inh 1.6, AI-2 QS modul 10.4, KLF5 inh -10.1, HSF-1 act 52.1*, IEC-6 cytotox -0.9 and HDAC3 inh 1.1.
Screening Cc1ccnc(SCc2cc(=O)c(OC(=O)c3cccs3)co2)n1 returned HIF activator -0.2, HSF1 inhib 2.6, Platelet DG rel -0.8, aSyn UTR inh -6.5, HSP90 inh 0.5, AI-2 QS modul 34.8, KLF5 inh -9.7, HSF-1 act 11.0, IEC-6 cytotox -4.6 and HDAC3 inh 6.5.
`COc1ccc(C(=O)CN2C(=O)c3ccccc3C2=O)c(OC)c1C` gave HIF activator 0.1, HSF1 inhib -7.2, Platelet DG rel -14.8, aSyn UTR inh 14.1, HSP90 inh 0.4, AI-2 QS modul 12.5, KLF5 inh -22.2, HSF-1 act 5.5, IEC-6 cytotox -5.2 and HDAC3 inh 5.4.
`Cc1cc(C(F)F)n2nc(C(=O)Nc3sc4c(c3C#N)CCC(C)C4)nc2n1` (stereo not drawn) gave HIF activator -0.5, HSF1 inhib 0.2, Platelet DG rel -3.9, aSyn UTR inh -3.5, HSP90 inh -6.1, AI-2 QS modul 1.0, KLF5 inh -21.4, HSF-1 act -7.1, IEC-6 cytotox -5.3 and HDAC3 inh 3.1.
For CCn1c(/C=N/c2nc3ccccc3n2C)nc2ccccc21 the results were HIF activator 1.7, HSF1 inhib -7.9, Platelet DG rel 6.4, aSyn UTR inh -43.1, HSP90 inh -2.6, AI-2 QS modul 15.9, KLF5 inh -9.7, HSF-1 act 19.8, IEC-6 cytotox -2.2 and HDAC3 inh -9.9.
